RGS4-Gao reg: modulators of RGS4 binding to Galphao, primary screen, biochemical, multiplexed bead flow cytometry. 0.33% of 220,000 active. Guanine nucleotide-binding protein G(o) subunit alpha (Homo sapiens), P09471. AID 1415, 2008. actives lie on both sides. binding response (% of control), % at 10 µM; in the data active means binding response below about 49% or above about 150%; inactive means in between;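 further: fluorescent Galphao activated with aluminum fluoride binding bead-coupled RGS4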
Bcl-W Bim block: inhibitors of Bim binding to Bcl-W, primary screen, biochemical, multiplexed, bead-based flow cytometry. Bcl-2-like protein 2 (Homo sapiens), Q92843. 0.02% of 190,000 active. inhibition, % at 10 µM. Bim peptide-Bcl-W binding. AID 952, 2007;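 further: 0% = bound tracer without compound and 100% = peptide blocker; higher means less fluorescent Bim peptide bound to Bcl-W beads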
Target sequence (Q92843 whole entry, looked up): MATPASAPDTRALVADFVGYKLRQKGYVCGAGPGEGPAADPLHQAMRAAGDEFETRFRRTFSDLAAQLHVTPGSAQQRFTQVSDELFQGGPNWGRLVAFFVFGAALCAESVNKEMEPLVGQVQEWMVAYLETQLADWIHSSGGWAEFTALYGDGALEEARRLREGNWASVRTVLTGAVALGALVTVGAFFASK
Bcl-2 Bim block: inhibitors of Bim-Bcl-2 binding, primary screen, biochemical, multiplexed, human Bcl-2 family. Apoptosis regulator Bcl-2 (Homo sapiens), P10415. Bead-based flow cytometry, Bim peptide-Bcl-2 binding. inhibition, % at 10 µM. 0.06% of 190,000 active. AID 950, 2007; in the data active means inhibition above about 40%; inconclusive means no clear call, values can overlap the other calls;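 further: 0% = no compound wells with probe peptide and 100% = reference peptide inhibitor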
Target sequence (P10415 whole entry, looked up): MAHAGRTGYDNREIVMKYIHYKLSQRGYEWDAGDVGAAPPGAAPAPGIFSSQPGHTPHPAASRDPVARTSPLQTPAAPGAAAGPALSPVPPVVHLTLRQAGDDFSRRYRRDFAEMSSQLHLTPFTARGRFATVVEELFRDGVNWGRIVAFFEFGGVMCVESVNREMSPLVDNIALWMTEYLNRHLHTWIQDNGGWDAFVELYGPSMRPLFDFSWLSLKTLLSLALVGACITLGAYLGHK
Bim-Bcl-XL: inhibitors of Bim-Bcl-XL binding, primary screen, biochemical, multiplexed, bead flow cytometry, human Bcl-XL. AID 1007, 2008. Bim peptide-Bcl-XL binding, fluorescence. inhibition, % at 10 µM. Bcl-2-like protein 1 (Homo sapiens), Q07817. 0.04% of 190,000 active
RGS7-Gao reg: RGS7-Galphao binding modulators, primary screen, biochemical, multiplexed bead flow cytometry | binding response (% of control), % at 10 µM | Guanine nucleotide-binding protein G(o) subunit alpha (Homo sapiens), P09471 | AID 1439, 2008 | 0.35% of 220,000 active | actives lie on both sides; in the data active means binding response below about 49% or above about 150%; inconclusive means no clear call, values can overlap the other calls; inactive means in between;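 further: fluorescent Galphao held in activated GDP-AlF4 state binding bead-coupled RGS7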
Bim-Mcl-1: inhibitors of Bim peptide binding to Mcl-1, primary screen, biochemical, bead-based flow cytometry, multiplex | Bim peptide-Mcl-1 binding | inhibition, % at 10 µM | 0.1% of 190,000 active;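 further: 0% = no compound tracer wells and 100% = peptide blocker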
Bim-Bfl-1: inhibitors of Bim binding to Bfl-1, primary screen, biochemical, multiplexed, bead-based flow cytometry. AID 1008, 2008. Bim-Bfl-1 binding inhibition. Bcl-2-related protein A1 (Homo sapiens), Q16548. inhibition, % at 10 µM. 0.12% of 190,000 active;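 further: 0% = wells without compound plus tracer and 100% = blocker peptide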
Mcl1 Bid PPI: Mcl-1/Bid binding inhibitors, primary screen, biochemical, TR-FRET, 1536-well; 0.97% of 220,000 active; TR-FRET Mcl-1/Bid-Dy647 peptide binding; inhibition, % at 21.7 µM;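 active means compounds that cut the binding signal by more than half at the single screening dose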;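 further: His-tagged Mcl-1 with europium anti-His antibody binding Bid BH3 peptide; 0% = Mcl-1 plus peptide wells and 100% = peptide-only wells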
Mcl1 Noxa PPI: Mcl-1/Noxa binding inhibitors, primary screen, biochemical, TR-FRET, 1536-well. inhibition, % at 21.7 µM. 1.5% of 220,000 active. TR-FRET Mcl-1/Noxa peptide binding, 2 h. Induced myeloid leukemia cell differentiation protein Mcl-1 (Homo sapiens), Q07820;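 active means compounds that cut the protein-peptide binding signal by more than 50% relative to plate controls in a single-dose test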;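 further: His-tagged Mcl-1 with rhodamine Noxa BH3 peptide and terbium anti-His antibody; 0% = Mcl-1 plus Noxa peptide wells and 100% = peptide-only wells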
RGS8-Gao: RGS8-Galphao binding modulators, primary screen, biochemical, multiplexed bead flow cytometry; Guanine nucleotide-binding protein G(o) subunit alpha (Homo sapiens), P09471; actives lie on both sides; response (percent of control binding), % at 10 µM; 0.34% of 220,000 active; in the data active means response below about 60% or above about 140%; inactive means in between;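 further: Galphao activated as the GDP aluminium fluoride complex binding bead-coupled RGS8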
Bcl-B Bim block: inhibitors of Bim-Bcl-B binding, primary screen, biochemical, multiplexed, human Bcl-2 family. Bcl-2-like protein 10 (Homo sapiens), Q9HD36. bead-based flow cytometry, Bim peptide-Bcl-B binding. inhibition, % at 10 µM. 0.073% of 190,000 active;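 further: 0% = tracer peptide without compound and 100% = reference inhibitor peptide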
Target sequence (Q9HD36 whole entry, looked up): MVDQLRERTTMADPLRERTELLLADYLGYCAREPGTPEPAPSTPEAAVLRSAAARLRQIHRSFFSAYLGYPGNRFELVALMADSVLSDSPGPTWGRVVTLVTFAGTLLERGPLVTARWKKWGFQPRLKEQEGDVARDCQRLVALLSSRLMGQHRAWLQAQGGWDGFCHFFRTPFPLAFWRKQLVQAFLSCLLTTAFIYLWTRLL
* = called active by the depositor; ? = inconclusive; . = not tested or not shown. Unless noted, no stated cut-off is given here; in the data, active means inhibition above about 40%.

Below each compound: RGS4-Gao reg	Bcl-W Bim block	Bcl-2 Bim block	Bim-Bcl-XL	RGS7-Gao reg	Bim-Mcl-1	Bim-Bfl-1	Mcl1 Bid PPI	Mcl1 Noxa PPI	RGS8-Gao	Bcl-B Bim block
- Cc1ccc(CN(C(=O)Cn2nnc3ccccc32)C(C(=O)NCc2ccco2)c2ccc(C)o2)cc1 (configuration not stated)
 : 95.2	-1.0	1.0	-2.0	95.1	2.0	1.0	-10.0	0.4	99.6	1.0
- Cc1ccc2cn[nH]c2c1NC(N)=S
 : 101.3	0.0	0.0	0.0	106.1	0.0	0.0	-35.0	-1.2	103.9	0.0
- O=C(N/C(=C\c1cccs1)C(=O)N1CCOCC1)c1cccs1
 : 92.2	-2.0	-4.0	-7.0	101.3	-3.0	-5.0	-16.4	4.3	96.3	-4.0
- Nn1c(SCC(=O)N2CCCc3ccccc32)nnc1-c1ccccc1
 : 99.7	-1.0	-3.0	-2.0	99.8	-4.0	-3.0	-25.1	3.5	101.0	-4.0
- COc1ccc(-n2c(C)cc(C(=O)CN3C(=O)NC4(CCCc5sccc54)C3=O)c2C)cc1 (configuration not stated)
 : 104.0	0.0	2.0	-1.0	101.1	1.0	2.0	-43.2	-12.7	106.3	-2.0
- CCCOC(=O)c1ccc(Nc2nc(C)cc(=O)[nH]2)cc1
 : 99.7	-4.0	-10.0	-8.0	102.0	-3.0	-13.0	-27.2	7.8	102.7	-6.0
- CC(Oc1ccccc1)C(=O)N/N=C/c1ccccn1 (configuration not stated)
 : 103.7	0.0	-1.0	-3.0	100.8	0.0	-3.0	-11.1	-3.0	102.3	-2.0
- CC(=O)c1c(C)nc(-c2ccc(OCC(=O)Nc3ccc(F)cc3)cc2)n1O
 : 102.4	-9.0	-3.0	-17.0	104.2	-1.0	9.0	-8.3	30.7	100.1	-41.0
- CC(=O)c1c(C)[nH]c(C(=O)Nc2ccc3c(c2)OCCO3)c1C
 : 99.8	-5.0	-7.0	-6.0	98.6	-4.0	-6.0	-7.0	9.1	98.3	-3.0
- CCN(CC)CCN1C2=C(C(=O)CC(C)(C)C2)C(c2cccc(F)c2)C2=C1CC(C)(C)CC2=O
 : 108.2	-1.0	-1.0	-3.0	103.3	0.0	-5.0	-30.1	-0.4	104.8	-4.0
- CN(CC(=O)NCc1ccco1)S(=O)(=O)c1ccc2c(c1)n(C)c(=O)c(=O)n2C
 : 100.5	-4.0	-4.0	-10.0	98.6	-1.0	-9.0	-16.4	-14.4	97.7	-6.0
- COc1cccc(C(=O)C2CCCN(Cc3cn(CC(N)=O)c4ccccc34)C2)c1 (configuration not stated)
 : 102.2	-1.0	1.0	-2.0	99.3	0.0	-7.0	-12.5	12.6	102.0	0.0
- CC(c1ccccn1)N(CCN(C)C)C(=S)Nc1cccc(F)c1 (configuration not stated)
 : 99.3	0.0	3.0	0.0	100.7	0.0	0.0	-87.4	-6.9	93.8	0.0
- CCOC(=O)c1oc2ccccc2c1CN1CCOCC1
 : 93.2	-4.0	-3.0	-3.0	94.3	-3.0	-3.0	-6.5	22.2	97.6	-3.0
- COc1ccccc1NC(=O)Cc1cccs1
 : 98.7	2.0	-17.0	-3.0	99.0	-1.0	-19.0	-0.1	-2.0	99.4	-6.0
- COc1ccc(C(=O)C2CCCN(S(=O)(=O)c3cccnc3)C2)c(C)c1 (configuration not stated)
 : 100.4	4.0	3.0	1.0	98.7	7.0	-1.0	-16.6	21.5	101.6	1.0
- O=c1c(Cc2ccccc2)c(O)ccn1C1CCCCCCC1
 : 100.2	-3.0	-1.0	0.0	?	0.0	-5.0	-25.4	4.4	103.5	-1.0
- O=C1c2ccccc2C(Nc2ccc3c(c2)OCO3)N1Cc1ccc2c(c1)OCO2 (configuration not stated)
 : 99.1	2.0	0.0	-5.0	100.5	0.0	6.0	-22.5	28.3	97.3	0.0
- Cn1c(=O)[nH]c(=O)c2c1nc1n2CCCN1Cc1ccccc1
 : 99.4	.	.	.	?	.	.	-113.6	13.9	101.9	.
- Cc1cccc(C)c1N=Cc1c(C(F)(F)F)[nH][nH]c1=O
 : 97.7	-2.0	-4.0	-5.0	?	0.0	-5.0	-12.2	-6.5	100.4	-2.0
- O=C(Cn1c(=S)[nH]c2ccccc2c1=O)N1CCc2ccccc2C1
 : 103.2	-5.0	-5.0	-4.0	104.7	-1.0	-13.0	-22.1	0.7	106.5	-15.0

Whole records as entered above. Screens in order: RGS4-Gao reg	Bcl-W Bim block	Bcl-2 Bim block	Bim-Bcl-XL	RGS7-Gao reg	Bim-Mcl-1	Bim-Bfl-1	Mcl1 Bid PPI	Mcl1 Noxa PPI	RGS8-Gao	Bcl-B Bim block
COc1ccccc1NC(=O)Cc1cccs1 as listed: 98.7	2.0	-17.0	-3.0	99.0	-1.0	-19.0	-0.1	-2.0	99.4	-6.0
CN(CC(=O)NCc1ccco1)S(=O)(=O)c1ccc2c(c1)n(C)c(=O)c(=O)n2C as listed: 100.5	-4.0	-4.0	-10.0	98.6	-1.0	-9.0	-16.4	-14.4	97.7	-6.0
O=C1c2ccccc2C(Nc2ccc3c(c2)OCO3)N1Cc1ccc2c(c1)OCO2 (configuration not stated) as listed: 99.1	2.0	0.0	-5.0	100.5	0.0	6.0	-22.5	28.3	97.3	0.0
O=c1c(Cc2ccccc2)c(O)ccn1C1CCCCCCC1 as listed: 100.2	-3.0	-1.0	0.0	?	0.0	-5.0	-25.4	4.4	103.5	-1.0
Cn1c(=O)[nH]c(=O)c2c1nc1n2CCCN1Cc1ccccc1 as listed: 99.4	.	.	.	?	.	.	-113.6	13.9	101.9	.

Looked up above.
For Bim-Bfl-1, COc1ccccc1NC(=O)Cc1cccs1 shows -19.0
For RGS7-Gao reg, COc1cccc(C(=O)C2CCCN(Cc3cn(CC(N)=O)c4ccccc34)C2)c1 (configuration not stated) shows 99.3
For Bcl-B Bim block, Cc1cccc(C)c1N=Cc1c(C(F)(F)F)[nH][nH]c1=O shows -2.0
For Bcl-2 Bim block, O=c1c(Cc2ccccc2)c(O)ccn1C1CCCCCCC1 shows -1.0
